Screening results: PubChem BioAssay, National Center for Advancing Translational Sciences (NCATS)
Rab9 promoter act = qHTS Assay for Rab9 Promoter Activators. Huh7 Rab9 promoter-luciferase reporter, luminescence, 24 h. Potency, µM (top dose mostly 9.22 µM), for the others: at the highest dose activation, negative = inhibition, most hits filed as activators. 320,000 tested, 2.8% active. AID 485297, 2010; also: potency is read from the fitted curve at half-maximal effect; % of control where 0% means no effect; nearly all actives have a fitted effect of over 60% in size
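Measured in stably transfected Huh7 cells bearing a Rab9 promoter–luciferase construct: 24 h compound treatment at 37 °C, followed by luminescence detection.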
Tb PFK block = qHTS Assay to Find Inhibitors of T. brucei phosphofructokinase; ATP-dependent 6-phosphofructokinase (Trypanosoma brucei brucei), O15648; T. brucei PFK, ADP-Glo luminescence; Potency, µM (titrated, usually from 57.5 µM), for inactives: at the top dose activity, negative = inhibition, hits mostly inhibitors; 330,000 tested, 0.17% active; AID 485367, 2010;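 also: potency is read from the fitted curve at half-maximal effect; 0% = uninhibited 1x PFK enzyme wells and -100% = no-enzyme wells; nearly all actives have a fitted effect of over 60% in size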
Target sequence (O15648 whole entry, looked up): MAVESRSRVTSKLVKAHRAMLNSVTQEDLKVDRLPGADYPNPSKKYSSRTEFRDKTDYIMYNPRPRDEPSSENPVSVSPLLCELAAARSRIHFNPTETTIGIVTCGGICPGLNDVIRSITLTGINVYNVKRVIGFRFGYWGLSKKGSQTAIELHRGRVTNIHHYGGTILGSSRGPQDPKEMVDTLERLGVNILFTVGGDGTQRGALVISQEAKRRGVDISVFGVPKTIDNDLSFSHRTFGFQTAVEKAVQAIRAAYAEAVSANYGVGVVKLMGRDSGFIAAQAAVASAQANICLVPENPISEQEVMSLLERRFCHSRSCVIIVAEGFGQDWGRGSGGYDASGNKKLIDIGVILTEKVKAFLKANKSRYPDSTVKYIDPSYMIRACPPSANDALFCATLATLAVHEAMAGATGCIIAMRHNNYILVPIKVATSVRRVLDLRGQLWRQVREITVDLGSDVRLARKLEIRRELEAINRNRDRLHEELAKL
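In TEA buffer at pH 8.0 with 5 mM MgCl2, enzyme (1.25 nM) converted F6P (0.5 mM) and ATP (0.1 mM) for 45 min at room temperature. ADP product was read by luciferase luminescence.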
KCNH2 3.1 inh = qHTS for Inhibitors of KCHN2 3.1: Mutant qHTS; Potassium voltage-gated channel subfamily H member 2, brain isoform KCNH2 3.1 (human); U2OS KCNH2 3.1, thallium flux FluxOr; stronger effect = lower value; activity change, % (tested at about 1.8 µM); 340,000 tested, 0.95% active; AID 720553, 2013;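 active = maximum activity change below -70%; inconclusive = maximum activity change from -70% to -50%; inactive = maximum activity change above -50%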;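 also: thallium influx rate constant from kinetic fluorescence after stimulation buffer; % is scaled to controls: 0 for no effect and ±100 for the full control effect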
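U2OS cells transduced with KCNH2 3.1 mutant virus (1.77 x 10^8 /mL, 4 h), plated overnight at 37 C, loaded 45 min with FluxOr dye plus Red40 quencher. Thallium flux rate constant from kinetic reads after stimulation buffer, normalised to controls.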
VP16 counter = VP16 counterscreen qHTS for inhibitors of ROR gamma transcriptional activity. Drosophila S2 Gal4-VP16 UAS-luciferase, luminescence, 20 h. Potency, µM (titrated, usually from 53.6 µM), inactives show at the top dose activity, negative = inhibition, most hits filed as inhibitors. 310,000 tested, 3.5% active;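 also: Gal4-VP16 expression switched on by copper sulfate through the metallothionein promoter; potency is read from the fitted curve at half-maximal effect; % is scaled to controls: 0 for no effect and ±100 for the full control effect; nearly all actives have a fitted effect of over 50% in size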
ELG1 genotox = qHTS screen for small molecules that induce genotoxicity in human embryonic kidney (HEK293T) cells expressing luciferase-tagged ELG1; AID 504466, 2011; 330,000 tested, 1.3% active; HEK293T ELG1-luciferase reporter, luminescence, 16 h; Potency, µM (top dose mostly 46 µM), for inactives: at the top dose activity change, positive = activation, most hits filed as activators; also: potency is read from the fitted curve at half-maximal effect; % of control where 0% means no effect; nearly all actives have a fitted effect of over 60% in size
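Step 1: seed 2,000 HEK293T ELG1-luciferase cells per well. Step 2: add compound or DMSO, incubate 16 hr at 37 °C. Step 3: ONE-Glo, 30 min at room temperature, read luminescence.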
Coupling enz = qHTS Assay for Inhibitors of Fructose-1,6-bisphosphate Aldolase from Giardia Lamblia: Coupling assay counterscreen; coupling enzyme system counterscreen, AmpLite Red fluorescence; activity change, negative = inhibition, % at 58.2 µM, hits read low; AID 2472, 2010; 290,000 tested, 0.67% active; in the data active = activity change below about -30%; also: % is scaled to controls: 0 for no effect and ±100 for the full control effect
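Counterscreen of the coupled detection system alone, without aldolase: glyceraldehyde-3-phosphate coupling enzymes plus AmpLite Red readout. Compounds at 57.5 uM final, 10 min RT preincubation, 20 min RT reaction, fluorescence 525/598 nm.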
uPA generation = qHTS for Inhibitors of Cell Surface uPA Generation; AID 540303, 2011; cell surface uPA generation assay, qHTS; 330,000 tested, 0.31% active; Potency, µM (series often up to 38.3 µM), for inactives: at the highest dose activity change, negative = inhibition, actives largely listed as inhibitors; active = well fitted inhibition curve with a large enough effect; inconclusive = small, poorly fitted or top-dose-only effect; inactive = no such curve, though single readings can be large or run the other way; tested in mouse RAW 264.7 cells; also: potency is read from the fitted curve at half-maximal effect; % is scaled to controls: 0 for no effect and ±100 for the full control effect; nearly all actives have a fitted effect of over 55% in size
Giardia killer = Small Molecules that selectively kill Giardia lamblia: qHTS. Giardia lamblia trophozoite viability. activity change, % at 7.66 µM, hits read low. 340,000 tested, 0.15% active. AID 540267, 2011; in the data active = activity change below about -80%; inconclusive = between about -30% and that limit;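 also: parasites exposed to compound for two days anaerobically before the ATP read; % is scaled to controls: 0 for no effect and ±100 for the full control effect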
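Giardia lamblia trophozoites (100 cells/well) were incubated with compounds for 48 h at 37 deg C under anaerobic conditions. Viability was read as ATP content by one-step luminescence after 15-30 min at room temperature.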
NPC1 prom act = qHTS Assay for NPC1 Promoter Activators | Huh7 NPC1 promoter luciferase reporter, 24 h | Potency, µM (series often up to 9.22 µM), for the others: at the highest dose activation, hits mostly activators | 320,000 tested, 2.4% active | AID 485313, 2010;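 also: potency is read from the fitted curve at half-maximal effect; % of control where 0% means no effect; nearly all actives have a fitted effect of over 60% in size; reporter is driven by a mutant NPC1 promoter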
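Stably transfected Huh7 (NPC1 promoter→luciferase), 1500 cells/well in Opti-MEM + 10% FBS, 2 h settle, then compound 24 h at 37 °C. Luminescence after 10 min with Amplite reagent.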
RORg inh = qHTS for inhibitors of ROR gamma transcriptional activity. 310,000 tested, 5.4% active. Potency, µM (highest dose often 53.6 µM), for inactives: at the top dose activity change, negative = inhibition, hits mostly inhibitors. Drosophila S2 Gal4-RORgamma UAS-luciferase reporter, 20 h. Nuclear receptor ROR-gamma (Mus musculus), P51450; also: potency is read from the fitted curve at half-maximal effect; % is scaled to controls: 0 for no effect and ±100 for the full control effect; nearly all actives have a fitted effect of over 60% in size
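Compounds are pin-transferred onto Drosophila Schneider cells expressing a copper-inducible Gal4–ROR gamma transactivation domain fusion. After 1 hr, copper sulfate is added to 700 uM final; luciferase is read 20 hr later.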
FLuc counter = qHTS profiling assay for firefly luciferase inhibitor/activator using purifed enzyme and Km concentrations of substrates (counterscreen for miR-21 project). Luciferin 4-monooxygenase (Photinus pyralis), P08659. purified FLuc, Km substrates, luminescence inhibition. Potency, µM (titrated, usually from 57.5 µM), inactives show at the top dose activity change, negative = inhibition, hits mostly inhibitors. 360,000 tested, 6.9% active;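 also: potency is read from the fitted curve at half-maximal effect; plate controls were vehicle for no effect and reference inhibitor for full effect; nearly all actives have a fitted effect of over 55% in size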
Target sequence (P08659 whole entry, looked up): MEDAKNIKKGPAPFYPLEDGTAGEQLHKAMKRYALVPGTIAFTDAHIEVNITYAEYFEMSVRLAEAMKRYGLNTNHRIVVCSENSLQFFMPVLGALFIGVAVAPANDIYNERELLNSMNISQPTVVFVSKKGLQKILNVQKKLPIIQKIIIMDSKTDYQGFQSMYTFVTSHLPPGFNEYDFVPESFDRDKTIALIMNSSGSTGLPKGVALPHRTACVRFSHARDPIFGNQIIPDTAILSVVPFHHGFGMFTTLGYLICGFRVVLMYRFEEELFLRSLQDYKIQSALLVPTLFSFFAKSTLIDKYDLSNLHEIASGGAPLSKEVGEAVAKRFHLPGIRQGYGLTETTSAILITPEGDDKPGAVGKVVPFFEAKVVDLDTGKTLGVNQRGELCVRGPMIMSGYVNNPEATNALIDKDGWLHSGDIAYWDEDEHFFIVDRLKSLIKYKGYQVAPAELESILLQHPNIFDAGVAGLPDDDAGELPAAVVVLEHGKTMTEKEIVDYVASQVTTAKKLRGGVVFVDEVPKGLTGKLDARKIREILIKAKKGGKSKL
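Purified P. pyralis luciferase, 10 nM final, with Km-level 10 uM D-luciferin and 10 uM ATP in 50 mM Tris acetate pH 7.5, 10 mM Mg acetate, 0.01% Tween-20, 0.05% BSA; 6-point qHTS titration about 60 µM downward; luminescence read.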
An asterisk follows results filed as active; ? = inconclusive; . = not tested or not shown; [ ] = another dose, or the depositor's remark. Unless noted, calls follow the shape of the dose curve; as a rule, active = well fitted curve in the direction sought with a large enough effect; inconclusive = small, poorly fitted or top-dose-only effect, or another doubt; inactive = no such curve, though single readings can be large; an effect the other way counts as inactive or inconclusive.

SMILES	Rab9 promoter act	Tb PFK block	KCNH2 3.1 inh	VP16 counter	ELG1 genotox	Coupling enz	uPA generation	Giardia killer	NPC1 prom act	RORg inh	FLuc counter
COc1ccc(CCNC(=O)c2cc(-c3ccccn3)nc3ccccc23)cc1	4%	-7%	-10	.	-6%	.	2%	-19	-2%	.	-6%
CCOC(=O)c1nn(-c2ccccc2)c2nc(-c3ccc(OC)cc3)c(C#N)c(=O)n12	1%	-6%	-3	-14%	0%	0	4%	-8	-2%	20%	2%
O=C(O)Cn1c(=O)c(-c2ccccc2)nc2ccccc21	-6%	1%	-9	6%	-1%	0	0%	2	-1%	2%	-6%
C(=N\n1cnnc1)/c1ccc(N2CCOCC2)s1	2%	-5%	-11	2%	1%	2	5%	24	-2%	18%	1%
CC(C)c1ccc(C(=O)CN2C(=O)NC3(CCc4ccccc43)C2=O)cc1 (stereo not given)	.	-2%	6	.	-1%	.	-6%	1	.	.	.
CCOP(=O)(c1ccc(N(C)C)cc1)C(O)c1ccccc1OC (stereo not given)	-5%	-1%	-9	8%	-4%	2	.	3	-5%	1%	9%
COc1ccccc1N1CCN(C(=O)C(C)N(c2ccc(C)c(C)c2)S(C)(=O)=O)CC1 (stereo not given)	0%	-8%	-1	1%	-8%	0	-1%	10	0%	12%	5%
COc1ccc(/C(C)=N/N=C2/NC(=O)CC(C(=O)O)S2)cc1 (stereo not given)	-4%	-1%	-11	5%	0%	-1	-5%	-12	-2%	-7%	-14%
O=C(CSCc1ccc(Cl)cc1)NCC1CCCO1 (stereo not given)	-7%	1%	-14	12%	2%	1	1%	7	5%	18%	4%
O=C(N/C(=C/c1cccc([N+](=O)[O-])c1)C(=O)N1CCCCCC1)c1ccco1	7%	10%	3	0%	5%	.	0%	-18	-3%	-5%	-2%
O=C(/C=C/c1ccccc1)NC(=S)Nc1cccnc1	1%	-9%	-5	-6%	-3%	-3	-6%	16	4%	7.1µM*	-11%
CCOc1ccc(-n2c(SCC(=O)Nc3nccs3)nnc2-c2ccoc2C)cc1	0%	4%	-12	-8%	-2%	0	2%	-29	0%	1%	1%
O=C(Nc1ccccc1)N(Cc1ccccc1)Cc1ccccc1	0%	-2%	-4	14%	0%	2	.	4	2%	-13%	2%
COC(=O)c1ccc(COc2ccccc2/C=N/NC(N)=O)o1	12%	-7%	-15	-16%	0%	-7	12%	-5	26%	-17%	0%
CN1CCN(C(=O)/C=C/c2ccc(Cl)c(Cl)c2)CC1	21%	3%	-6	2%	16%	1	0%	5	21%	-24%	1%
Cc1nc2ccccc2c(=O)n1CCCn1ccnc1	0%	-5%	2	-14%	1%	1	-2%	0	-2%	-7%	-1%
O=C1CCc2cc(S(=O)(=O)Nc3ccc(F)cc3)ccc2N1	-1%	3%	15	.	0%	.	2%	-4	-1%	.	-2%
CC1CCc2c(sc(NS(=O)(=O)c3ccccc3)c2C(=O)OC(C)C)C1 (stereo not given)	-5%	-12%	-6	3%	-2%	1	0%	-20	-3%	-31%	0%
Cn1c(Sc2ccc(C(F)(F)F)cc2[N+](=O)[O-])nnc1-c1ccccc1	-3%	-5%	-5	2%	-4%	0	.	9	0%	-16%	2%
COc1ccc(Nc2nc3ccccc3nc2NS(=O)(=O)c2cccs2)cc1	-9%	1%	-1	-5%	-4%	10	3%	-3	-2%	?	?
COc1ccc(NC(=O)N2CCc3ccccc3C2)cc1	?	-3%	-5	2%	?	0	1%	21	?	1%	?
O=C(Nc1ncccc1O)c1ccc(Cl)c(S(=O)(=O)N2CCCCCC2)c1	2%	2%	2	.	-1%	.	14%	5	3%	.	?
COc1cc2nc(=S)n(CCCN3CCOCC3)c(N)c2cc1OC	-3%	0%	4	-10%	-11%	0	0%	-9	0%	-10%	-3%
Nc1nc(NCC2CCCO2)nc(NCC2CCCO2)c1[N+](=O)[O-] (stereo not given)	-3%	-3%	-13	-6%	2%	0	0%	0	-4%	1%	-2%
COCCn1c(C)nnc1SCC(=O)Nc1ccccc1[N+](=O)[O-]	3%	-1%	1	6%	0%	1	-12%	-5	-1%	9%	0%
CC(=NCCc1c(C)[nH]c2ccc(OCc3ccccc3)cc12)C1=C(O)CC(c2ccccc2)CC1=O (stereo not given)	-7%	0%	-16	-34%	-11%	0	0%	-7	-6%	-1%	4%
CC(C)(Oc1ccc(C2CC2(Cl)Cl)cc1)C(=O)O (stereo not given)	6%[46.1 µM]	0%	-6	0%	-7%	.	-6%	12	4%[46.1 µM]	6%[10 µM]	-1%
COc1ccccc1CNC(=O)N1CCN(c2ccccc2Cl)CC1	-2%	-1%	27	2%	-6%	0	-1%	15	-2%	42%	-10%
Cc1ccc(SCc2cc(-c3ccc(Cl)cc3)no2)cc1	-1%	2%	-25	-6%	0%	2	11%	-2	-4%	41%	?
C/C(=C1/C(=O)N(c2ccc([N+](=O)[O-])cc2)N=C1c1ccccc1)N(C)C	21%	-1%	.	14µM*	-4%	-1	.	.	?	?	3%
COc1ccc(CC(=O)NC2CCCCCC2)c(OC)c1	12%	8%	-14	-2%	3%	6	0%	-8	-5%	15%	5%
CC(=O)C1C(c2cccc(F)c2)NC(=O)NC1(O)C(F)(F)F (stereo not given)	-2%	-3%	-1	-5%	-1%	0	?	26	1%	7%	4%
O=C(O)c1csc(N/N=C/c2ccc(Br)cc2)n1	30%	4%	27	5µM*	7%	6	2%	-4	25%	2.5µM*	5.4µM*
O=C(O)CSc1nc2ccccc2n1-c1ccccc1	2%	-3%	9	1%	0%	15	2%	4	-1%	4%	-10%
Cc1cc(NCC(C)C)n2ncnc2n1	-3%	0%	2	2%	0%	2	1%	10	0%	7%	0%
CC(=O)Nc1nonc1NC(=O)CSc1ccccn1	-1%	-3%	-1	-4%	2%	1	.	-1	2%	0%	6%
CC(C)Cn1c(N)c(C(=O)COC(=O)c2ccc(O)cc2)c(=O)n(C)c1=O	4%	-1%	4	-18%	-8%	0	1%	-24	-2%	?	-3%
Cc1ccn2c(Nc3ccc4c(c3)OCO4)c(-c3ccc(O)cc3)nc2c1	-5%	1%	-13	-5%	12%	1	1%	-9	-3%	-11%	?
CC(=O)c1sc(NC(=O)CCS(=O)(=O)c2ccc(Cl)cc2)nc1C	-3%	0%	-1	.	.	.	19%	-3	-9%	.	-1%
O=C(NCC1CCCO1)c1cc(S(=O)(=O)Nc2ccc(Br)cc2)ccc1Cl (stereo not given)	-3%	0%	12	-11%	-6%	-2	5%	26	-1%	43%	-1%
CCCCCCCCCCOC(=O)c1csc2nnsc12	-4%	2%	-12	-1%	-1%	0	3%	7	-1%	-15%	1%
CCOc1cc2c(cc1OCC)CN(C(=O)c1cccc(S(=O)(=O)N3CCCC3)c1)CC2	-10%	17%	9	.	-1%	.	-14%	-9	-2%	.	3%
CC1=NN(C(=O)Cc2ccc(C)cc2)C(O)(c2cccnc2)C1 (stereo not given)	5%	4%	-8	?	-2%	2	2%	-13	2%	8.9µM*	1%
CC(C)(C)OC(=O)N1CC(O)CC1C(=O)OCC(=O)c1ccc(Cl)cc1 (stereo not given)	-2%	-4%	5	4%	-1%	2	.	7	0%	14%	6%
CCC(Oc1cc(Cl)ccc1Cl)C(=O)N1CCCN(C)CC1 (stereo not given)	4%	2%	-4	-9%	6%	.	-1%	3	1%	-30%	0%
CS(=O)(=O)N(CCc1ccccc1)CC(=O)N1CCN(c2ccccc2F)CC1	0%	0%	4	-22%	-7%	-1	0%	6	-1%	0%	-16%
O=C(CCN1C(=O)C2CC=CCC2C1=O)Nc1nccs1 (stereo not given)	0%	1%	-14	.	0%	3	0%	12	-1%	.	2%
Cc1n[nH]c(C)c1CN(C)C(=O)C1CCC(=O)N(CC2CCCCC2)C1 (stereo not given)	5%	-1%	-14	2%	-5%	.	-19%	36[activator]	2%	14%	1%
COc1cc(OC)cc(-c2nnc(SCC(=O)N(Cc3ccccc3)C(C)(C)C)o2)c1	9%	-6%	-2	5%	-30%	-2	-19%	-3	-6%	31%	2%
Cn1nc(C(=O)Oc2cc(=O)n(C)c3ccccc23)c2ccccc2c1=O	-6%	1%	-4	0%	3%	-2	1%	-6	-2%	26%	-1%
